High-throughput results: PubChem BioAssay, several laboratories
NPY Y2 blocker: NPY-Y2 (human) receptor antagonism; NPY-Y2 expressing cells, antagonist mode; inhibition, % at 2.7 µM; actives 0.99% (n = 140,000); AID 793; in the data active = inhibition above about 17%;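 also: 0% = vehicle with agonist challenge and 100% = reference antagonist with challenge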
Target sequence (P49146 whole entry, looked up): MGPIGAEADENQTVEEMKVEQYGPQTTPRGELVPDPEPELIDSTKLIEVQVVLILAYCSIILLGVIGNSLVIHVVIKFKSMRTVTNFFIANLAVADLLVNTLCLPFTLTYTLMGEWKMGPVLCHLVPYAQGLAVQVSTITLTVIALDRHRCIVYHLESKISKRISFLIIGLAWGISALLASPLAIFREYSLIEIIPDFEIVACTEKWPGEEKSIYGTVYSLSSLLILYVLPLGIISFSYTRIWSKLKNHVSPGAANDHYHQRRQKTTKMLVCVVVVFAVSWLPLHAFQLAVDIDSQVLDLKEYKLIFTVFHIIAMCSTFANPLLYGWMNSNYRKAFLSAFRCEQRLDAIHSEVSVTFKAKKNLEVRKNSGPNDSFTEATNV
Yeast lifespan up: yeast lifespan extension. S. cerevisiae growth with nicotinamide, OD615; deaD strain in restrictive glucose medium. inhibition of the nicotinamide effect, % at 10 µM. actives 0.68% (n = 130,000). AID 775;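 active = inhibition above a set limit, placed 3 SD over the median of all compounds, cut at about 26% in these data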;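 also: 0% = nicotinamide-treated wells and 100% = cells grown without nicotinamide; some compounds called inactive have numbers as strong as hits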
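Assay system: engineered S. cerevisiae DeaD replicative-lifespan strain, galactose-grown log-phase cells; Buffer or medium: CSMM-D glucose medium, restrictive; Probe or stimulus: nicotinamide 1.5 mM; Compound: single dose 10 µM compound, 0.25% DMSO; Schedule: 4 h preincubation then 48 h treatment at 30 °C; Technique: OD615 measurement.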
MRP-1 activ: MRP-1 activation; H69AR cells + doxorubicin, viability rescue, CellTiter-Glo; viability increase, % at 10 µM; actives 0.61% (n = 140,000); AID 799;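 active = viability gain under doxorubicin at or above a set limit, the compound median plus 3 SD, cut at about 4.7% in these data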;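 also: MRP-1 overexpressing cells given doxorubicin 25 µM after compound pretreatment; 18-22 h compound pretreatment then 72 h with doxorubicin before readout; 0% = doxorubicin-only wells and 100% = vehicle-treated cells without doxorubicin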
Phagocyt inh: blocks phagocytosis by macrophages; J774A.1 macrophage IgG-bead phagocytosis, imaging; inhibition, % at 5 µM; actives 0.07% (n = 110,000);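 active = inhibition above the mean of the plate negative controls plus 5 SD, cut at about 13% in these data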;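 also: phagocytic index as fraction of beads internalized from green versus red external bead signal; plate controls were DMSO negative control for no effect and cytochalasin-D positive control for full effect; some results beyond the cut were filed as inactive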
Yeast growth inh: yeast BB579 growth reduction in restrictive medium. S. cerevisiae BB579 growth, OD615, 48 h. inhibition, % at 10 µM. actives 0.51% (n = 140,000). AID 804;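 active = inhibition above a set limit, 3 SD over the mean compound inhibition, cut at about 44% in these data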; also: inactives centre near -24
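Assay system – yeast BB579 (DeaD) · Dosing – single compound dose of 10 µM, 0.25% DMSO final · Detection – OD615 turbidity measurement · Buffer or medium – CSMM-D restrictive synthetic medium containing dextrose (glucose) · Benchmarks – positive control amphotericin B 10 µg/mL · Incubation – 48 h exposure, 30 °C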
GALR2 antag: antagonists of human galanin receptor 2 (GALR2); O43603; GALR2-expressing cells, antagonist mode; inhibition, % at 4 µM; actives 0.39% (n = 140,000); AID 828; in the data active = inhibition above about 27%;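 also: cells stimulated with galanin 1-16 at roughly its EC80; 0% = agonist challenge control and 100% = basal control without agonist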
Target sequence (O43603 whole entry, looked up): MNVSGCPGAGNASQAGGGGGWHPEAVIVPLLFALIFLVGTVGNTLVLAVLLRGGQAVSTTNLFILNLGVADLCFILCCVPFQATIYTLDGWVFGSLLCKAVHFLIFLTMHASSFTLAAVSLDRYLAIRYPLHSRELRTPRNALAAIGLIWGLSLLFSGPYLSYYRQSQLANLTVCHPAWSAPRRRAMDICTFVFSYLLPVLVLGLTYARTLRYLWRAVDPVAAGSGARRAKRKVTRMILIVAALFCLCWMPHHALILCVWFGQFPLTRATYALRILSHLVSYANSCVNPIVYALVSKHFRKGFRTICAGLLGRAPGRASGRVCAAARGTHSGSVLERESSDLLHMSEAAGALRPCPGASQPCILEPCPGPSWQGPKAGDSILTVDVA
E-sel TNF inh: TNF alpha driven E-selectin expression inhibition | HUVEC TNFa-induced E-selectin immunofluorescence, high content | inhibition, % at 2 µM | actives 0.71% (n = 120,000) | AID 1246;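 active = inhibition above the batch mean plus 3 SD, and confirmed as a hit on visual image review, cut at about 43% in these data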;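 also: 0% = TNF-stimulated DMSO wells and 100% = unstimulated control wells; not every result past the cut was called active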
Measles CPE: protection of cells from measles virus. AID 841. actives 1.5% (n = 140,000). protection (pct of control), % at 4 µM. Measles virus-infected cells, CPE protection, absorbance; in the data active = protection mostly above about 24%, no sharp cut-off; inactive = mostly below about 26%; also: some compounds called inactive have numbers as strong as hits
bCat KO growth: beta-catenin-lacking colon tumor cell growth suppression; HCT116 beta-catenin knockout viability, CellTiter-Glo, 60 h; stronger effect = lower value; viability, % at 10 µM; actives 1.5% (n = 140,000); AID 818;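 active = viability at or under a set limit, the compound median less 4 SD, cut at about 6% in these data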;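 also: 0% = Hyamine 1622 control at 20 µM and 100% = untreated cell control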
HCT116 PTEN-null: suppresses growth of cells with PTEN deletion. actives 1.2% (n = 140,000). HCT116 PTEN-null viability, CellTiter-Glo, 60 h; stronger effect = lower value. viability, % at 10 µM;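 active = viability at or below a set limit, 4 SD under the median of all tested compounds, cut at about 3.7% in these data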;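 also: PTEN knockout HCT116 line with beta catenin targeted HCT116 as companion control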
An asterisk follows results filed as active; . = no result given.

1) COC(=O)c1c(NC(=O)CN2CCC3(O)CCCCC3C2c2ccccc2OC)sc(C)c1C (stereo unspecified)
2) CCCCOc1ccc(-c2nnn(C(C)(C)C(=O)OC)n2)cc1
3) CCOC(=O)CCc1c(C)c(C#N)c2[nH]c3ccccc3n2c1=O
4) CCOc1ccccc1C1N(c2ccc(F)cc2)C(=O)C2CCCN21 (stereo unspecified)
5) COc1ccc(CCNc2cc(N3CCN(C(=O)c4ccccc4F)CC3)ccc2[N+](=O)[O-])cc1OC
6) Nc1cc(=O)nc(SCC(=O)Nc2ccccc2)n1-c1ccccc1
Assay by compound	1	2	3	4	5	6
NPY Y2 blocker	-1.9	-0.4	3.1	5.9	1.1	1.9
Yeast lifespan up	0.6	-13.6	-23.0	8.4	-14.4	5.2
MRP-1 activ	-4.4	2.2	-0.2	-0.9	-0.1	0.3
Phagocyt inh	.	-0.9	-0.8	-0.7	.	-3.2
Yeast growth inh	-18.4	-23.6	15.5	-69.3	-31.2	-27.0
GALR2 antag	-5.4	1.1	16.2	4.5	5.9	5.3
E-sel TNF inh	.	4.1	15.5	-1.4	-38.7	-9.8
Measles CPE	5.1	5.2	4.2	4.9	25.1	6.2
bCat KO growth	38.1	84.0	77.6	82.3	11.4	91.6
HCT116 PTEN-null	36.9	90.7	73.3	92.2	10.5	98.6

7) COc1ccc(OC)c(S(=O)(=O)N2CCC(C(=O)N3CCc4ccccc4C3)CC2)c1
8) Cc1ccccc1C(=O)NNC1CC(=O)N(c2ccc3c(c2)OCCO3)C1=O (stereo unspecified)
9) Nc1ccc2oc3ccccc3c2c1
10) CC1CCCCC12NC(=O)N(CC(=O)c1ccc[nH]1)C2=O (stereo unspecified)
11) CCOC(=O)c1[nH]c2ccc(OC)cc2c1NC(=S)N1CCN(c2ccccc2)CC1
12) Cc1cccc(-c2nnc3n2N=C(c2ccccc2Br)CS3)c1
Assay by compound	7	8	9	10	11	12
NPY Y2 blocker	4.6	4.3	1.9	-1.3	3.9	4.5
Yeast lifespan up	-6.2	-0.7	-7.0	-0.7	1.8	-11.1
MRP-1 activ	-2.4	0.9	-2.6	-0.3	-1.9	-0.7
Phagocyt inh	6.1	-3.5	-0.4	-0.9	-6.1	-1.8
Yeast growth inh	-10.4	-9.5	-15.0	-51.9	-14.6	-49.0
GALR2 antag	-3.9	-15.7	-9.4	6.0	0.7	-5.1
E-sel TNF inh	5.6	21.0	22.9	.	.	12.1
Measles CPE	17.0	11.7	11.4	11.8	31.0*	9.2
bCat KO growth	91.5	98.3	94.1	91.8	49.5	17.2
HCT116 PTEN-null	86.4	99.0	85.4	92.7	21.4	24.5

13) O=c1[nH]c(Cc2ccc(F)cc2)nc2scc(-c3ccc(F)cc3)c12
14) CCCC(=O)Nc1nc2ccc(S(=O)(=O)N3CCCCC3)cc2s1
15) O=C(Cn1cnc2c(oc3ccccc32)c1=O)NCc1ccco1
16) CCOC(=O)Cn1c(=NC(=O)c2cc(-c3cccs3)nc3ccccc23)sc2cc(S(N)(=O)=O)ccc21
17) CCOC(=O)c1ccc(S(=O)(=O)Nc2ccccc2-c2nnn(CC)n2)cc1
18) CC(=O)Nc1nnc(Cc2ccccc2)s1
Assay by compound	13	14	15	16	17	18
NPY Y2 blocker	-2.9	4.2	2.1	-2.2	3.7	-1.3
Yeast lifespan up	-4.0	1.0	-4.9	7.3	9.6	-1.6
MRP-1 activ	1.0	-3.9	-2.3	-3.3	-1.4	0.8
Phagocyt inh	-1.4	.	.	-7.6	-0.7	-0.9
Yeast growth inh	5.6	-35.8	-58.0	-55.7	-17.8	-63.5
GALR2 antag	4.9	0.8	-6.8	2.3	2.8	2.7
E-sel TNF inh	-33.4	12.2	.	.	.	3.3
Measles CPE	6.7	4.8	4.0	5.1	4.9	15.7
bCat KO growth	101.4	32.8	83.2	10.6	81.3	97.8
HCT116 PTEN-null	89.1	31.5	83.1	11.3	82.2	98.0

For convenience, some entries already given:
10) CC1CCCCC12NC(=O)N(CC(=O)c1ccc[nH]1)C2=O (stereo unspecified)
11) CCOC(=O)c1[nH]c2ccc(OC)cc2c1NC(=S)N1CCN(c2ccccc2)CC1
12) Cc1cccc(-c2nnc3n2N=C(c2ccccc2Br)CS3)c1
13) O=c1[nH]c(Cc2ccc(F)cc2)nc2scc(-c3ccc(F)cc3)c12
14) CCCC(=O)Nc1nc2ccc(S(=O)(=O)N3CCCCC3)cc2s1
15) O=C(Cn1cnc2c(oc3ccccc32)c1=O)NCc1ccco1
16) CCOC(=O)Cn1c(=NC(=O)c2cc(-c3cccs3)nc3ccccc23)sc2cc(S(N)(=O)=O)ccc21
17) CCOC(=O)c1ccc(S(=O)(=O)Nc2ccccc2-c2nnn(CC)n2)cc1
Assay by compound	10	11	12	13	14	15	16	17
NPY Y2 blocker	-1.3	3.9	4.5	-2.9	4.2	2.1	-2.2	3.7
Yeast lifespan up	-0.7	1.8	-11.1	-4.0	1.0	-4.9	7.3	9.6
MRP-1 activ	-0.3	-1.9	-0.7	1.0	-3.9	-2.3	-3.3	-1.4
Phagocyt inh	-0.9	-6.1	-1.8	-1.4	.	.	-7.6	-0.7
Yeast growth inh	-51.9	-14.6	-49.0	5.6	-35.8	-58.0	-55.7	-17.8
GALR2 antag	6.0	0.7	-5.1	4.9	0.8	-6.8	2.3	2.8
E-sel TNF inh	.	.	12.1	-33.4	12.2	.	.	.
Measles CPE	11.8	31.0*	9.2	6.7	4.8	4.0	5.1	4.9
bCat KO growth	91.8	49.5	17.2	101.4	32.8	83.2	10.6	81.3
HCT116 PTEN-null	92.7	21.4	24.5	89.1	31.5	83.1	11.3	82.2

18) CC(=O)Nc1nnc(Cc2ccccc2)s1
Assay by compound	18
NPY Y2 blocker	-1.3
Yeast lifespan up	-1.6
MRP-1 activ	0.8
Phagocyt inh	-0.9
Yeast growth inh	-63.5
GALR2 antag	2.7
E-sel TNF inh	3.3
Measles CPE	15.7
bCat KO growth	97.8
HCT116 PTEN-null	98.0

Next part.
19) Cc1cc(NC(=O)/C(C#N)=C/c2ccc(-c3cccc(C(F)(F)F)c3)o2)n(-c2ccccc2)n1
20) Cc1nnc(SCCn2c(N3CCN(C)CC3)nc3c2c(=O)n(C)c(=O)n3C)s1
21) CC(C)n1nnnc1SCC(=O)N1CCN(C(=O)c2ccco2)CC1
22) N=C1C(c2nc3ccccc3s2)=C(O)CN1CCCO
23) CCCS(=O)(=O)N1CCC(C(=O)NCc2ccco2)CC1
24) CCCCCNC(=O)CCn1c(=O)oc2ccccc21
25) CCOC(=O)/C(C#N)=C/c1cc2ccccc2nc1Cl
26) CC(C)(C)Sc1nc(O)cc(=O)[nH]1
27) CC1CCc2c(sc(NC(=O)COC(=O)c3ccccc3NCc3ccco3)c2C#N)C1 (stereo unspecified)
Assay by compound	19	20	21	22	23	24	25	26	27
NPY Y2 blocker	3.8	-3.0	1.6	-1.5	-2.1	1.3	4.7	2.4	5.4
Yeast lifespan up	-1.5	-1.8	3.6	-20.4	-11.4	-2.8	20.4	-7.5	2.0
MRP-1 activ	-3.7	-3.3	-0.2	-1.5	-2.4	-1.9	-5.0	-0.9	-2.3
Phagocyt inh	-10.2	-0.3	-1.0	-2.2	0.7	.	.	0.4	5.6
Yeast growth inh	-50.4	-20.6	-61.1	-21.9	-29.9	-35.6	-87.1	4.7	-46.7
GALR2 antag	1.9	-5.0	-6.8	7.3	-27.3	-5.1	19.5	-4.2	-11.3
E-sel TNF inh	-1.9	.	-9.3	-2.7	-18.6	-27.5	43.2	-5.3	-25.9
Measles CPE	8.0	9.8	9.6	22.1	3.6	13.3	46.3	10.1	4.0
bCat KO growth	99.1	92.3	99.4	95.7	84.5	102.4	15.7	97.8	85.7
HCT116 PTEN-null	97.9	89.4	120.5	94.5	90.9	97.0	22.1	94.0	82.0

Three structures from above, arranged by heavy-atom count, ascending.
2) CCCCOc1ccc(-c2nnn(C(C)(C)C(=O)OC)n2)cc1
14) CCCC(=O)Nc1nc2ccc(S(=O)(=O)N3CCCCC3)cc2s1
6) Nc1cc(=O)nc(SCC(=O)Nc2ccccc2)n1-c1ccccc1
Assay by compound	2	14	6
NPY Y2 blocker	-0.4	4.2	1.9
Yeast lifespan up	-13.6	1.0	5.2
MRP-1 activ	2.2	-3.9	0.3
Phagocyt inh	-0.9	.	-3.2
Yeast growth inh	-23.6	-35.8	-27.0
GALR2 antag	1.1	0.8	5.3
E-sel TNF inh	4.1	12.2	-9.8
Measles CPE	5.2	4.8	6.2
bCat KO growth	84.0	32.8	91.6
HCT116 PTEN-null	90.7	31.5	98.6
